HePTP inh: inhibitors of human HePTP phosphatase, primary screen, biochemical, absorbance, leukemia target | AID 521, 2006 | 0.64% of 110,000 active | inhibition, % at 20 µM | recombinant HePTP phosphatase activity, OD absorbance; in the data active means inhibition above about 50%;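 further: plate controls were vehicle for no effect and reference inhibitor for full effect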
Target sequence (P35236 whole entry, looked up): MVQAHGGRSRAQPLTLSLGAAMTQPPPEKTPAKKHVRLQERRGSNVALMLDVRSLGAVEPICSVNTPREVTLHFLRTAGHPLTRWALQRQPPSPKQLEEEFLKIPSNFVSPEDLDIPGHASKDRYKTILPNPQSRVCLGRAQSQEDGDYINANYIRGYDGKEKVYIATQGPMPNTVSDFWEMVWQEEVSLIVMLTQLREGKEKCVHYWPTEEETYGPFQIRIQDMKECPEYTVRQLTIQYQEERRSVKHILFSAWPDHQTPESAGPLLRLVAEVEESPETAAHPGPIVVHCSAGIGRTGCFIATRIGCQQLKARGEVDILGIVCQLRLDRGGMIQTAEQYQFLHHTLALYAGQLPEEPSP
BAP1 block: inhibitors of BAP1 deubiquitinase, primary screen, biochemical, Ub-AMC fluorescence, kinetic. Ubiquitin carboxyl-terminal hydrolase BAP1 (Homo sapiens), Q92560. activity remaining (% of control), % at 20 µM. 0.48% of 72,000 active. recombinant BAP1, Ub-AMC hydrolysis fluorescence kinetic; stronger effect = lower value;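 active means activity remaining at or below 50% of control, provided the compound also passes the data quality filters; inactive means the rest, including low values that fail the filters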;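 further: 100% = DMSO wells rate and 0% = substrate alone blank rate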
* hit, by the source's call; · = not tested or not shown.

Order of values: HePTP inh	BAP1 block
[1] O=C(NC1CCCC1)C(c1cccnc1)N(C(=O)c1csnn1)C1CC1 (stereo not drawn)
  -11	82
[2] O=C(NCC1(c2ccccc2)CCCC1)C(c1ccccc1)c1ccccc1
  8	·
[3] CCS(=O)(=O)N1CCc2cc(OC)c(OC)cc2C1
  -8	103
[4] CC/C=N/OC(=O)c1c(F)c(F)c(F)c(F)c1F
  12	·
[5] O=C(NCc1ccco1)c1ccccc1[N+](=O)[O-]
  4	·
[6] O=C(O)C1C2C=CC(O2)C1C(=O)NCc1ccc(Cl)cc1 (stereo not drawn)
  5	·
[7] COc1ccc(C(=O)Nc2c(C)cc(C)cc2C)cc1[N+](=O)[O-]
  -6	·
[8] CCOC(=O)c1sc(-c2ccc(C)cc2)c(C#N)c1C
  ·	107
[9] CCc1nc2ccc(C(=O)NCc3ccco3)cc2nc1CC
  8	89
[10] CN1CCN(c2c([N+](=O)[O-])c(=O)n(C)c3ccccc23)CC1
  5	·
[11] COc1ccc(-c2nnc3ccc(SCC(=O)N4CCCC4)nn23)cc1
  5	94
[12] O=C1NC(=S)N/C1=C/c1cccc(OCc2ccccc2)c1
  -2	·
[13] COc1ccc(/C=C2/C=C(c3ccccc3)OC2=O)c(OC)c1
  -2	·
[14] CN1C(=O)N(c2cccc3ccccc23)C(C)(O)CC1(C)C (stereo not drawn)
  ·	56
[15] CCOC(=O)c1cc2c(=O)n(C)c3ccccc3c2s1
  -12	112
[16] CCOc1cc(OCC)cc(C(=O)Nc2cccc(C(F)(F)F)c2)c1
  2	·
[17] O=C(O)CSc1nnc(-c2ccncc2)n1CCc1ccccc1
  3	119
[18] Cc1ccc(N2C(=O)C(N3C(=O)c4cccc([N+](=O)[O-])c4C3=O)C2c2ccccc2F)cc1Cl (stereo not drawn)
  ·	64
[19] O=Cc1ccc(-c2cccc(OC(F)(F)F)c2)o1
  -2	·
[20] O=c1/c(=C/c2ccccc2Cl)sc2nnc(-c3ccccc3Cl)n12
  -18	·
[21] Cc1cccc(CS(=O)(=O)Cc2ccc(C(=O)NCc3ccco3)o2)c1
  -6	99
[22] COc1ccc(/C=N\n2nnc3ccccc32)cc1
  -1	97
[23] Cc1noc(C)c1COc1ccc(C(=O)OCC(=O)c2ccc3c(c2)OCCO3)cc1
  -6	·
[24] Clc1ccc2[nH]c3c(NCCN4CCOCC4)ncnc3c2c1
  -2	90
[25] COc1ccc(-c2nn3c(-c4ccccn4)nnc3s2)cc1OC
  1	117
[26] O=C(OCC(=O)N1CCN(C(=O)c2ccco2)CC1)c1ccccc1C(=O)c1ccc(Cl)cc1
  7	106
[27] NC1=NC2(CCCCC2)N=C(Nc2ccc(F)cc2F)N1
  -4	·
[28] Cc1cc(NC(=O)c2noc3c2CCCC3)nn1Cc1ccc(Cl)cc1
  4	98
[29] CCOC(=O)C1=C(C)OC(N)=C(C#N)C1c1cc2c(cc1Br)OCO2 (stereo not drawn)
  4	86
[30] COc1ccc(C2NC(=O)CCC2[N+](=O)[O-])c(OC)c1OC (stereo not drawn)
  -17	·
[31] Cc1c(C(=O)Nc2ccncc2)sc2nc(-c3ccccc3)cn12
  -10	86
[32] CCOC(=O)N1CCC(NC(=O)C2CCN(C(=O)N3CCOc4ccccc43)CC2)CC1
  4	89
[33] O=c1[nH]c2ccccc2n1CCCSc1cnc2ccccc2n1
  ·	87
[34] Cc1ccc(S(=O)(=O)NCC(=O)OCC(=O)N2CCc3ccccc32)cc1
  0	97
[35] COCC(=O)NCCc1nc(-c2ccccc2)cs1
  5	108
[36] CC1(C)CC(=O)C2=C(C1)N(CCN1CCOCC1)C1=C(C(=O)CC(C)(C)C1)C2c1cccc(Cl)c1
  2	·
[37] CCOC(=O)Cc1csc(NC(=O)c2ccoc2C)n1
  2	138
[38] CCOC(=O)CSc1nnc(CNC(=O)Cc2ccccc2)n1-c1ccccc1OC
  6	108
[39] COc1ccc(C2=NCCNC(C(F)(F)F)=C2)cc1
  6	·
[40] CCOC(=O)Nc1ccc2c(c1)nc(CN1CCOCC1)n2C
  0	104
[41] COc1ccc(NC(=O)c2sc(N)c(C(=O)OC(C)C)c2C)cc1
  2	·
[42] Cc1ccc(CN2C(=O)CCC2C(=O)NCCCN2CCC(C)CC2)cc1 (stereo not drawn)
  10	101
[43] COc1ccc(N=C(N(C)C)P(=O)(N(C)C)N(C)C)cc1
  -8	·
[44] O=C1CC(C(=O)NCc2ccccc2)C2(CCCC2)O1 (stereo not drawn)
  2	88
[45] CC(NC(=O)CSc1ncnc2nc[nH]c12)c1ccccc1 (stereo not drawn)
  4	·
[46] CCc1nnc(NC(=O)C2CC(=O)N(c3ccc(C)cc3)C2)s1 (stereo not drawn)
  -1	86
[47] c1ccc2c(c1)CCN(c1ncnc3nc[nH]c13)C2
  0	86
[48] CCOc1ccc(N2C(=O)CC(Cc3ccccc3)C2=O)cc1 (stereo not drawn)
  -3	·
[49] O=C(Cc1ccc(Cl)cc1)NCCN1CCCC1
  6	107
[50] O=C(CSc1nnc(Cc2cccs2)n1Cc1ccco1)Nc1ccc(Cl)cc1Cl
  6	79
[51] O=c1c2ccccc2nc(/C=C/c2ccccc2[N+](=O)[O-])n1-c1cccc2ccccc12
  -28	·
[52] Nn1cnnc1SCC(=O)Nc1ccc2c(c1)OCCO2
  12	81
[53] O=C(NCc1cccs1)C1CCN(c2nccs2)CC1
  0	93
[54] CCOC(=O)c1sc(=S)n(CC)c1NC(=O)C1CC1
  4	97
[55] N#C/C(=C\c1ccc[nH]1)S(=O)(=O)c1ccccc1
  6	54
[56] Cc1sc(NC(=O)CCCC(=O)O)c(C#N)c1C
  6	95
[57] O=C(COc1ccc2ccccc2c1)N1CCc2ccccc21
  -4	·
[58] N#CC1=C(O)C(c2ccccc2)n2c1nc(=O)c1ccccc12 (stereo not drawn)
  -10	63
[59] O=C(Nc1ccccc1)Nc1nc(C(c2ccccc2)c2ccccc2)cs1
  5	·
[60] O=C(N1CCCCCC1)N1CCN(C(=O)N2CCCCC2)CC1
  9	·

Sorted by the number under BAP1 block (smallest number first): five of the compounds above.
Order of values: HePTP inh	BAP1 block
[52] Nn1cnnc1SCC(=O)Nc1ccc2c(c1)OCCO2
  12	81
[56] Cc1sc(NC(=O)CCCC(=O)O)c(C#N)c1C
  6	95
[34] Cc1ccc(S(=O)(=O)NCC(=O)OCC(=O)N2CCc3ccccc32)cc1
  0	97
[40] CCOC(=O)Nc1ccc2c(c1)nc(CN1CCOCC1)n2C
  0	104
[38] CCOC(=O)CSc1nnc(CNC(=O)Cc2ccccc2)n1-c1ccccc1OC
  6	108

Shown in transposed form: 4 of the compounds above
35	COCC(=O)NCCc1nc(-c2ccccc2)cs1
40	CCOC(=O)Nc1ccc2c(c1)nc(CN1CCOCC1)n2C
32	CCOC(=O)N1CCC(NC(=O)C2CCN(C(=O)N3CCOc4ccccc43)CC2)CC1
46	CCc1nnc(NC(=O)C2CC(=O)N(c3ccc(C)cc3)C2)s1 (stereo not drawn)
Assay by compound	35	40	32	46
HePTP inh	5	0	4	-1
BAP1 block	108	104	89	86

Some of the entries so far, field by field:
[53] O=C(NCc1cccs1)C1CCN(c2nccs2)CC1
  HePTP inh = 0
  BAP1 block = 93
[32] CCOC(=O)N1CCC(NC(=O)C2CCN(C(=O)N3CCOc4ccccc43)CC2)CC1
  HePTP inh = 4
  BAP1 block = 89
[38] CCOC(=O)CSc1nnc(CNC(=O)Cc2ccccc2)n1-c1ccccc1OC
  HePTP inh = 6
  BAP1 block = 108
[47] c1ccc2c(c1)CCN(c1ncnc3nc[nH]c13)C2
  HePTP inh = 0
  BAP1 block = 86

(next part)
Order of values: HePTP inh	BAP1 block
[61] O=C(Nc1nnc(CCc2ccccc2)s1)c1cccs1
  -1	96
[62] COc1cccc(OCCCN2CCOCC2)c1
  -2	·
[63] CCOc1cc(C2C(C(=O)OC)=CN(C3CCCC3)C=C2C(=O)OC)cc(Br)c1O
  3	·
[64] O=C(COC(=O)c1cccc(S(=O)(=O)N2CCc3ccccc32)c1)NC1CCS(=O)(=O)C1 (stereo not drawn)
  2	92
[65] O=C(c1ccccc1)N1CCN(Cc2ccccn2)CC1
  ·	72
[66] CCCn1c(C)nc2c(=O)oc3ccccc3c21
  ·	142
[67] Cc1ccsc1C=NN1CCN(Cc2ccccc2)CC1
  -3	·
[68] Fc1ccc(NC(=S)Nc2ccc(Br)c(Cl)c2)cc1
  -5	·
[69] CN(C)CCNc1ncnc2ccc(Br)cc12
  -3	·
[70] CC(=O)C(=Nc1ccccc1Cl)NNc1cccc(Cl)c1C
  -8	·
[71] COC(=O)c1ccc(CSCC(=O)Nc2cc(OC)cc(OC)c2)o1
  -11	93
[72] CC(=O)c1ccc(NC2=C(Cl)C(=O)c3ccccc3C2=O)cc1
  3	·
[73] COc1cccc(/C=C2/SC(=S)N(CCC(=O)Nc3nnc(C)s3)C2=O)c1
  0	·
[74] Cc1c(Cl)cccc1NC(=O)C(C)C
  -1	·
[75] COc1ccc(C2C(C(C)=O)=C(C)N=c3s/c(=C\c4cc(C)n(C)c4C)c(=O)n32)c(OC)c1 (stereo not drawn)
  11	55
[76] C=CCOc1ccc(/C=C2\SC(=S)N(C)C2=O)cc1OC
  7	·
[77] O=C(O)c1cc2c(ccc3ccccc32)[nH]1
  14	100
[78] Cc1ccc(C)c(NC(=O)c2ccccc2O)c1
  3	78
[79] CCOC(=O)c1c(NC(=O)c2ccc(Cl)s2)sc(C)c1C
  6	110
[80] COc1ccc(C(=O)N2CCN(Cc3cccc(C)c3)CC2)cc1
  2	·
[81] O=C(Nc1ccc(Cl)cc1)Nc1nnc(-c2cccc(Br)c2)s1
  -6	·
[82] CC(C)(C)C(=O)/C=C(N)/C=C/c1ccccc1
  8	53
[83] O=C(Nc1cc(N2CCOCC2)ncn1)Nc1cccc2ccccc12
  8	245
[84] CCOC(=O)c1csc(NC(=O)c2ccc(C(=O)c3ccccc3)cc2)n1
  -7	·
[85] Cc1ccc(S(=O)(=O)Nc2nncs2)cc1
  5	109
[86] COC(=O)c1cc(NC(=O)c2c(Cl)nc3sccn23)cc(C(=O)OC)c1
  -3	88
[87] Cc1cc(Br)ccc1N1C(=O)/C(=C/c2cc(C)n(C)c2C)C(=O)NC1=S
  14	·
[88] N=c1sccn1CC(=O)Nc1ccccc1-c1ccccc1
  2	·
[89] CCCc1nc(N)c(C#N)c(-c2ccco2)c1CC
  8	·
[90] CCC1CCCCN1C(=O)Nc1ccc(F)cc1 (stereo not drawn)
  -2	74

An excerpt from above in order of formula weight, low to high.
Order of values: HePTP inh	BAP1 block
[85] Cc1ccc(S(=O)(=O)Nc2nncs2)cc1
  5	109
[7] COc1ccc(C(=O)Nc2c(C)cc(C)cc2C)cc1[N+](=O)[O-]
  -6	·
[24] Clc1ccc2[nH]c3c(NCCN4CCOCC4)ncnc3c2c1
  -2	90
[86] COC(=O)c1cc(NC(=O)c2c(Cl)nc3sccn23)cc(C(=O)OC)c1
  -3	88
[29] CCOC(=O)C1=C(C)OC(N)=C(C#N)C1c1cc2c(cc1Br)OCO2 (stereo not drawn)
  4	86
[87] Cc1cc(Br)ccc1N1C(=O)/C(=C/c2cc(C)n(C)c2C)C(=O)NC1=S
  14	·

(list continues)
Order of values: HePTP inh	BAP1 block
[91] O=C1/C(=C/c2cccc(Br)c2)SC(=S)N1CC(=O)N(CCO)c1ccccc1
  6	·
[92] CCN(CC)c1ccc(NC(=O)CCN2C(=O)c3ccccc3C2=O)cc1
  -16	·
[93] O=C1CSC(=Nc2cc(Cl)ccc2Cl)N1
  -13	95
[94] Cc1cc(C)c2c(n1)SCC(=O)N2CC(=O)NCCC1=CCCCC1
  7	99
[95] COc1ccc2c(=O)c(-c3ccc4c(c3)OCCO4)coc2c1
  ·	55
[96] O=C(NCCCN1CCOCC1)c1cc(-c2ccc(Cl)cc2)on1
  10	107
[97] COc1ccccc1OCCn1c(CO)nc2ccccc21
  9	103
[98] COc1ccc(Br)cc1/C=C1/SC(=S)N(c2cccc(C(F)(F)F)c2)C1=O
  12	·
[99] COc1ccc(C(=O)NCC(c2cccnc2)N2CCN(c3ccc(F)cc3)CC2)cc1OC (stereo not drawn)
  -8	97
[100] CCCOc1cccc(C(=O)Nc2cccc(OC)c2)c1
  -11	·
[101] O=C(Nc1cccnc1)C1CC2CCC1C2 (stereo not drawn)
  8	·
[102] COc1cccc(N2C(=O)NC(=O)/C(=C/C=C/c3ccco3)C2=O)c1
  -6	·
[103] CCOC(=O)c1c(NC(=O)c2c(C(=O)O)cccc2[N+](=O)[O-])sc(C)c1C
  -2	·
[104] CCOc1ccc(N2C(=O)/C(=C/c3ccc(C(C)C)cc3)C(=O)NC2=S)cc1
  -7	·
[105] Cc1ccccc1OCC(=O)N1N=C(c2ccc(F)cc2)CC1(O)C(F)(F)F (stereo not drawn)
  -13	·
[106] COc1oc(-c2ccccc2)nc1C(F)(F)F
  1	100
[107] CC(C)(C)/C(O)=C/c1nc2cc([N+](=O)[O-])ccc2[nH]c1=O
  6	·

Compound activity (PubChem)
